# Screens deposited in PubChem BioAssay by NCI.
# yeast bub3 – NCI yeast anticancer drug screen, S. cerevisiae bub3 mutant strain | % growth inhibition at 50 µM | 78,000 tested, 9.9% active;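 also: 0% = growth of vehicle-only cultures of the same strain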
#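 Inhibition values come from growth of compound-treated mutant yeast normalised to vehicle-treated controls.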
# sgs1 mgt1 – NCI yeast anticancer drug screen, S. cerevisiae sgs1 mgt1 strain | 78,000 tested, 10% active | % growth inhibition at 50 µM;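 also: 0% = growth of vehicle-only cultures of the same strain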
#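 Test agents were incubated with a DNA-repair-mutant yeast strain. Growth was then read and compared against vehicle-treated controls.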
# cln2 rad14 – NCI yeast anticancer drug screen, S. cerevisiae cln2 rad14 strain; growth inhibition, % at 50 µM; 78,000 tested, 8.3% active;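 also: 0% = growth of vehicle-only cultures of the same strain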
#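 Growth inhibition, relative to vehicle-treated controls, is the read-out. The test organism is a yeast strain with defined genetic alterations, cln2 rad14.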
# yeast rad50 – NCI yeast anticancer drug screen, S. cerevisiae rad50 strain | % growth inhibition at 50 µM | 79,000 tested, 10% active;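 also: 0% = growth of vehicle-only cultures of the same strain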
#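 DNA repair mutant yeast, compound exposure, growth read-out; inhibition is taken relative to vehicle.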
# mlh1 rad18 – NCI yeast anticancer drug screen, S. cerevisiae mlh1 rad18 strain. growth inhibition, % at 50 µM. 79,000 tested, 11% active;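 also: 0% = growth of vehicle-only cultures of the same strain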
#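 In this whole-cell yeast screen, a strain with altered DNA damage repair is challenged with compound, and its growth is measured against matched vehicle-treated controls.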
# yeast mec2-1 – NCI yeast anticancer drug screen, S. cerevisiae mec2-1 strain | 79,000 tested, 9% active | % growth inhibition at 50 µM | AID 157;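 also: 0% = growth of vehicle-only cultures of the same strain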
#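 Compounds were applied to mec2-1 yeast cells. Their growth was then compared with that of vehicle-treated cultures to give growth inhibition.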
# * hit, by the source's call; & = joins results of further samples. Rule as the data show it: active = growth inhibition above about 70%; inactive = the rest. Only part of the results is shown, so the mix of outcomes need not match the whole.
No.	mol	yeast bub3	sgs1 mgt1	cln2 rad14
1	CCC[CH2][Sn]1([CH2]CCC)[O]C(=O)CN=Cc2ccccc2[O]1	90*	90*	91*
2	CN(CCC(=O)O)C1=Nc2ccc(Cl)cc2C(c2ccccc2)=[N+]([O-])C1	16	-14	-1
3	O=[C-]/C=C/c1ccccc1.[C-]#[O+].[C-]#[O+].[Fe+2].[c-]1ccccc1	-7	6	-3
4	N#CC[CH2][Sn]([I])([c]1ccccc1)[c]1ccccc1	99*	98*	99*
5	COc1cc2c(cc1OCc1ccccc1)CNCC2	-16	-25	-1
6	COC(C(=O)O)(c1ccccc1)c1ccccc1	-9	1	-34
7	Cn1c(N)c(C(=O)CCCc2ccc(N(CCCl)CCCl)cc2)c(=O)n(C)c1=O	-1	10	18
8	Cc1cc(Cl)ccc1O	-3	0	0
9	Cc1cc(Cl)nc(N)n1	10	-5	-14
10	NNC(=O)NNC(N)=O	-3	-12	-52
11	CC(CC(C)(C)[N-]CC[O-])=NCCO.O=[N+]([O-])O.[Cu+2]	26	-6	0
12	O=[C-]c1ccccc1[C-]=O.[Pd+2].c1ccc([PH+](c2ccccc2)c2ccccc2)cc1.c1ccc([PH+](c2ccccc2)c2ccccc2)cc1	15	84*	-1
13	Cc1ccc(NC(=O)CBr)cc1	99*	99*	99*
14	CCOC(=O)CNC(=O)C1C2c3ccccc3C(c3ccccc32)C1C(=O)O (centres undefined)	94*	96*	96*
15	SCCS	-28	-15	-6

No.	yeast rad50	mlh1 rad18	yeast mec2-1
1	89*	89*	92*
2	2	7	6
3	22	7	2
4	98*	98*	99*
5	-11	-23	-23
6	-25	0	-19
7	17	4	3
8	-1	-2	-15
9	-5	-21	5
10	-23	-39	-16
11	11	19	20
12	35	61	35
13	99*	99*	99*
14	90*	98*	95*
15	-20	-26	-5

# Next part
No.	mol	yeast bub3	sgs1 mgt1	cln2 rad14
16	CC1=C(N)C(=O)C2=C(C1=O)N1CC3C(N3C)C1(O)C2COC(N)=O (centres undefined)	12	40	5
17	COc1cc(/C=C(\C)[N+](=O)[O-])cc(Br)c1O	93*	91*	54
18	ClC1=C(Cl)C2(Cl)C3C4CC(CC4c4ccccc4)C3C1(Cl)C2(Cl)Cl (centres undefined)	-4	-2	-61
19	c1ccc(N2CCN(Cc3c[nH]c4ccccc34)CC2)cc1	1	8	-27
20	CC1CN(C2CCCCC2)CO1 (centres undefined)	-20	1	-11
21	NC(N)=NNC=O	-4	-7	-26
22	CCC(=O)C1(c2ccccc2)CCN(C)CC1	-13	13	-16
23	O=C(CI)NCCNC(=O)CI	11	21	21
24	CC(N)c1ccccc1 (centres undefined)	39&-10	28&11	17&-23
25	CCCCOP(=S)(OCCCC)Oc1ccc(Cl)cc1Cl	18	-1	0
26	CC(=O)c1ccc(-[n+]2c(C)cc(-c3ccccc3)cc2C)cc1	16	-14	40
27	CCCCOP(=O)(c1ccccc1)N1CCCCC1 (centres undefined)	1	5	11
28	CN1CC=C(OP(=O)(NCc2ccccc2)N(CCCl)CCCl)CC1 (centres undefined)	-17	1	-3
29	[Se]=P(c1ccccc1)(N1CCCCC1)N1CCCCC1	42	64	12
30	C1CCNCC1	-5	-6	-25

No.	yeast rad50	mlh1 rad18	yeast mec2-1
16	13	5	-9
17	87*	99*	91*
18	4	4	-13
19	8	-10	2
20	-1	-32	-31
21	-1	9	-5
22	-21	7	-36
23	11	40	16
24	39&-6	38&3	3&-7
25	-5	-2	-41
26	-15	22	-7
27	1	8	2
28	-6	-34	-13
29	61	46	49
30	1	-1	1

# Brought forward from above: 2 compounds, then new ones.
No.	mol	yeast bub3	sgs1 mgt1	cln2 rad14
29	[Se]=P(c1ccccc1)(N1CCCCC1)N1CCCCC1	42	64	12
30	C1CCNCC1	-5	-6	-25
31	COP(=O)(NC(C)=O)OC	-10	-4	-46
32	CC(C)CNC(=O)CCl	-1	16	-11
33	O=NNc1nccnn1	17	-9	17
34	CC(=O)NC1=C(N(CCCl)CCCl)C(=O)c2ccccc2C1=O	99*	98*	96*
35	Cc1ccc2c(-c3ccccc3)c3ccccc3[s+]c2c1	99*	99*	99*
36	C=CCOC(=O)C(Br)CC (centres undefined)	12	-4	-6
37	CCOP(=O)(OC(C)CC)OC(C)CC (centres undefined)	10	-12	-49
38	CCOC(=O)[C@@H]1[C@@H]2NC(=O)N[C@@]1(C)Oc1ccccc12	8	15	11
39	CN(C)C1C(=O)C(C(N)=O)=C(O)C2(O)C(=O)C3=C(O)c4c(O)cccc4C(C)(O)C3CC12 (centres undefined)	-20	10	2
40	CCN(CC)CC(=O)c1cc2ccccc2c2ccccc12	99*	99*	31
41	NC(=S)C(N)=S	1	14	2
42	[CH3][Sn]([CH3])([Br])[Br].c1ccc(-c2nnc(-c3ccccn3)nc2-c2ccccc2)cc1	-3	16	12
43	COc1ccc(NN=O)nc1	-22	-21	-19
44	Cc1cccc(CCl)n1	-7	-9	13
45	O=C(NCC(O)CO)c1cc([N+](=O)[O-])c([N+](=O)[O-])cc1N(CCCl)CCCl (centres undefined)	-6	7	0

No.	yeast rad50	mlh1 rad18	yeast mec2-1
29	61	46	49
30	1	-1	1
31	12	-2	-15
32	10	28	7
33	-1	-22	13
34	99*	99*	98*
35	99*	99*	99*
36	8	-14	-3
37	-15	-2	-15
38	19	7	-4
39	8	10	20
40	99*	99*	92*
41	7	37	-4
42	20	24	33
43	32	4	-2
44	-4	-8	-18
45	-17	13	-2

# (list continues)
No.	mol	yeast bub3	sgs1 mgt1	cln2 rad14
46	COc1ccc(CNCCc2ccc(O)c(OC)c2)cc1O	9	-1	-6
47	CC(Br)C(=O)NC(C)C(=O)O (centres undefined)	-18	-12	6
48	COc1cc(C(CN)N(C)C)cc(OC)c1OC (centres undefined)	-1	-15	14
49	C[C@]12CCC(=O)C=C1CC[C@H]1[C@@H]3CCC(=O)[C@@]3(C)CC[C@@]12F	-4	2	-32
50	NCC1OC(OC2C(CO)OC(OC3C(O)C(N)CC(N)C3OC3OC(CN)C(O)C(O)C3N)C2O)C(N)C(O)C1O (centres undefined) (tested in a mixture with another compound)	7	-4	12
51	CC(C)N(C(C)C)[PH+]1O[PH+](N(C(C)C)C(C)C)O[PH+](N(C(C)C)C(C)C)O[PH+](N(C(C)C)C(C)C)O[PH+](N(C(C)C)C(C)C)O1.[C-]#[O+].[C-]#[O+].[C-]#[O+].[C-]#[O+].[C-]#[O+].[C-]#[O+].[C-]#[O+].[Cr].[Cr] (centres undefined)	3	-14	-1
52	CCCC1C(=O)NC(=O)NC1=O	4	-1	-11
53	CCCCOP(=O)(C=C(C(C)=O)C(C)=O)OCCCC	-2	4	8
54	Cc1ccc(CCl)c(C)c1	5	-7	-39
55	[Cl][Sn]([c]1ccccc1)[c]1ccccc1	88*	89*	54
56	CC1=CC2OC3CC4OC(=O)/C=C/C=C/C(C(C)O)OCC/C(C)=C/C(=O)OCC2(CC1)C4(C)C31CO1 (centres undefined)	93*	93*	92*
57	ClC1CN2CCC1CC2 (centres undefined)	-28	-23	8
58	Fc1ccc2c[n+]3ccccc3cc2c1	16	7	-18
59	N#Cc1ncc(CCl)n(O)c1=N	14	20	-16
60	CCSP(=S)(SCC)SCC	0	29	16

No.	yeast rad50	mlh1 rad18	yeast mec2-1
46	31	-4	-3
47	-15&-20	-21&-29	-20&-17
48	-43	-9	-49
49	-2	-6	-6
50	28	29	-3
51	18	-4	-5
52	6	-1	-6
53	3	5	-9
54	-21	-19	8
55	81*	84*	86*
56	92*	91*	94*
57	-21	-8	-43
58	17	7	-6
59	17	28	12
60	34	22	-17

# Rewritten screen by screen: entries from further up.
41) NC(=S)C(N)=S
42) [CH3][Sn]([CH3])([Br])[Br].c1ccc(-c2nnc(-c3ccccn3)nc2-c2ccccc2)cc1
43) COc1ccc(NN=O)nc1
44) Cc1cccc(CCl)n1
45) O=C(NCC(O)CO)c1cc([N+](=O)[O-])c([N+](=O)[O-])cc1N(CCCl)CCCl (centres undefined)
46) COc1ccc(CNCCc2ccc(O)c(OC)c2)cc1O
47) CC(Br)C(=O)NC(C)C(=O)O (centres undefined)
48) COc1cc(C(CN)N(C)C)cc(OC)c1OC (centres undefined)
49) C[C@]12CCC(=O)C=C1CC[C@H]1[C@@H]3CCC(=O)[C@@]3(C)CC[C@@]12F
50) NCC1OC(OC2C(CO)OC(OC3C(O)C(N)CC(N)C3OC3OC(CN)C(O)C(O)C3N)C2O)C(N)C(O)C1O (centres undefined) (tested in a mixture with another compound)
51) CC(C)N(C(C)C)[PH+]1O[PH+](N(C(C)C)C(C)C)O[PH+](N(C(C)C)C(C)C)O[PH+](N(C(C)C)C(C)C)O[PH+](N(C(C)C)C(C)C)O1.[C-]#[O+].[C-]#[O+].[C-]#[O+].[C-]#[O+].[C-]#[O+].[C-]#[O+].[C-]#[O+].[Cr].[Cr] (centres undefined)
52) CCCC1C(=O)NC(=O)NC1=O

entry no. | 41 | 42 | 43 | 44 | 45 | 46 | 47 | 48 | 49 | 50 | 51 | 52
yeast bub3 | 1 | -3 | -22 | -7 | -6 | 9 | -18 | -1 | -4 | 7 | 3 | 4
sgs1 mgt1 | 14 | 16 | -21 | -9 | 7 | -1 | -12 | -15 | 2 | -4 | -14 | -1
cln2 rad14 | 2 | 12 | -19 | 13 | 0 | -6 | 6 | 14 | -32 | 12 | -1 | -11
yeast rad50 | 7 | 20 | 32 | -4 | -17 | 31 | -15&-20 | -43 | -2 | 28 | 18 | 6
mlh1 rad18 | 37 | 24 | 4 | -8 | 13 | -4 | -21&-29 | -9 | -6 | 29 | -4 | -1
yeast mec2-1 | -4 | 33 | -2 | -18 | -2 | -3 | -20&-17 | -49 | -6 | -3 | -5 | -6

53) CCCCOP(=O)(C=C(C(C)=O)C(C)=O)OCCCC
54) Cc1ccc(CCl)c(C)c1
55) [Cl][Sn]([c]1ccccc1)[c]1ccccc1
56) CC1=CC2OC3CC4OC(=O)/C=C/C=C/C(C(C)O)OCC/C(C)=C/C(=O)OCC2(CC1)C4(C)C31CO1 (centres undefined)
57) ClC1CN2CCC1CC2 (centres undefined)

entry no. | 53 | 54 | 55 | 56 | 57
yeast bub3 | -2 | 5 | 88* | 93* | -28
sgs1 mgt1 | 4 | -7 | 89* | 93* | -23
cln2 rad14 | 8 | -39 | 54 | 92* | 8
yeast rad50 | 3 | -21 | 81* | 92* | -21
mlh1 rad18 | 5 | -19 | 84* | 91* | -8
yeast mec2-1 | -9 | 8 | 86* | 94* | -43

# (listing goes on)
No.	mol	yeast bub3	sgs1 mgt1	cln2 rad14
61	O=P(O)(Oc1ccccc1)Oc1ccccc1.[Ag]	93*	94*	93*
62	C1=CC2C=CC(C=C1)[PH+]2c1ccccc1.[C-]#[O+].[C-]#[O+].[C-]#[O+].[C-]#[O+].[C-]#[O+].[Cr] (centres undefined)	-2	-9	21
63	O=Cc1[nH]c(=O)[nH]c(=O)c1CCl	-9	6	12
64	OCN1CCC23c4c5ccc(O)c4OC2C(O)C=CC3C1C5 (centres undefined)	20	3	-68
65	C=CC12c3c4ccc(OC)c3OC1C(OC)=CCC2C(NC)C4 (centres undefined)	0	-2	-4
66	CCOP(=O)(OCC)/C(C#N)=C/c1cnc(C)[nH]1	16	-36	26
67	O=C1C=C2C(=CCOC2O)O1 (centres undefined)	24&47	23&50	18&13
68	COc1ccccc1N	-9	4	-8
69	CC(C)CC(=O)[O-].CC(C)CC(=O)[O-].N.N.N.N.[Co+3].[O-][Cl+3]([O-])([O-])[O-]	-1&16	-24&-29	1&10
70	O=P1(Oc2ccccc2)C(c2ccccc2)C(c2ccccc2)=NN1c1ccccc1 (centres undefined)	90*	89*	91*
71	CCOC(OCC)C(CC)[Se]c1ccccc1 (centres undefined)	3	13	1
72	O=C1C=CC(=Nc2cc(Cl)c(O)c(Cl)c2)C=C1	31	33	20

No.	yeast rad50	mlh1 rad18	yeast mec2-1
61	92*	92*	94*
62	-30	-9	2
63	12	21	16
64	-5	-12	-3
65	-14	-2	3
66	-52	-6	24
67	5&50	27&40	12&14
68	-3	-17	1
69	-12&-1	3&-14	12&10
70	91*	90*	91*
71	4	-8	-10
72	27	43	42
